# Source: PubChem BioAssay (National Center for Advancing Translational Sciences (NCATS))
# aSyn yeast rescue: inhibitors of alpha-synuclein toxicity in yeast; S. cerevisiae alpha-synuclein toxicity rescue, BacTiter-Glo growth, 24 h; Potency, µM (doses to about 46.1 µM), without a hit: at the highest dose growth rescue (activation), usual class: activators; 0.02% of 94,000 active; AID 1347070; active means well fitted activation curve with a large enough effect; inconclusive means small, poorly fitted or top-dose-only effect; further: 0% is about no effect
#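 Growth restoration measured by BacTiter-Glo luminescence after 24 hr at 30 deg C; alpha-synuclein yeast, raffinose-pregrown to mid-log, were added at OD600=0.02 in galactose medium onto pinned compounds.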
# The depositor's hits bear a star; ? = inconclusive; & = joins results of further samples; [ ] = dose if it differs, or a comment. Potency means the concentration at half of the fitted maximal effect.
structure | aSyn yeast rescue
CC(=O)Nc1ccc(NC(=O)c2ncoc2-c2ccco2)cc1 | 3%
COc1ccc2c(C)c(CCC(=O)NCCc3ccccc3OC)c(=O)oc2c1 | 1%
CC(=O)N1CCN(S(=O)(=O)c2cccc(C(=O)NNC(=O)COc3ccc(Cl)cc3C)c2)CC1 | -6%
NC(=O)c1ccc(Oc2ccc(-c3nnco3)cc2)c([N+](=O)[O-])c1 | -7%
Cc1ccc(CSCC(=O)N(C)CC(=O)Nc2c(Cl)cccc2Cl)cc1 | -2%
COc1cc(C(=O)NN=Cc2ccc(N(C)C)cc2)cc(OC)c1OC | -9%
CC(C)(C)C(=O)OCc1ccc(C2=CC(=O)CC(C)(C)C2=O)cc1 | 0%
CCc1ccc(NC(=O)Cc2ccc(NC3=NC4CS(=O)(=O)CC4S3)cc2)cc1 (stereo unspecified) | 4%
Cc1ccccc1NC(=O)C(=O)NCC1(c2ccccc2)CCCC1 | 6%
Cc1nn(C(=O)c2cccc([N+](=O)[O-])c2C)c(C)c1S(=O)(=O)N1CCCCCC1 | 1%
COc1cccc(-c2ccccc2C2=CC(=O)CC(C)(C)C2=O)c1 | -10%
CCOc1ccc(C(=O)Nc2cccc(C(=O)OCc3cc(=O)n4cc(C)sc4n3)c2)cc1 | 4%
CCOc1ccc2nc(N3CCN(C(=O)CS(=O)(=O)c4ccc(F)cc4)CC3)sc2c1 | ?
O=C(O)/C(=C\c1cccs1)c1ccc(F)cc1 | 8%
CC(/C=C/C1(O)C(C)CC(O)CC1(C)C)OC1OC(CO)C(O)C(O)C1O (stereo unspecified) | 3%
O=c1c2ccccc2c2ccccc2c(=O)n1Nc1ccccc1 | 2%
CC1CC(C)CN(C(=O)c2ccc(S(=O)(=O)N3CC(C)CC(C)C3)cc2)C1 (stereo unspecified) | -9%
COc1cccc(NC(=O)C2CCCN2S(=O)(=O)c2ccc3nc(-c4ccccc4)[nH]c3c2)c1 (stereo unspecified) | -10%
Cc1cc(C)c(Cn2c3ccccc3c3cnn(CC(=O)NCC(C)c4ccccc4)c(=O)c32)c(C)c1 (stereo unspecified) | 5%
O=C(O)c1ccc(-c2ccc(/C=C3\NC(=O)N(Cc4ccc(Cl)cc4)C3=O)o2)cc1 | -1%
CN(C(=O)Cc1csc(-c2ccccc2)n1)c1c(N)n(Cc2ccccc2)c(=O)[nH]c1=O | -10%
COc1ccc(N2CCN(C(=O)Cn3cnc4sc(C)c(S(=O)(=O)N5CCC(C)CC5)c4c3=O)CC2)cc1 | -10%
Cc1cc(C)c(/C=C/c2onc(C)c2S(=O)(=O)N2CCC(C(=O)NCc3ccco3)CC2)c(C)c1 | 22%
CC(=O)c1ccc(NC(=O)C(C)n2nc(-c3ccccc3)ccc2=O)cc1 (stereo unspecified) | 9%
Cc1cccc(NC(=O)c2ccc3c(c2)OCCO3)c1 | -14%
O=C(O)c1cccc(-n2cc(-c3cccc(C(F)(F)F)c3)cn2)c1 | 1%
CC(C)C(NC(=O)c1ccccc1)C(=O)N1CCCCCC1 (stereo unspecified) | 5%
O=C(c1ccccc1)N1CCC(O)(c2cccnc2)CC1 | 3%
O=C(COc1ccc(-c2nnco2)cc1)NCc1ccccc1Cl | 5%
Cc1ccc2c(c1)c1c(c(=O)n(Cc3ccccc3)c(=O)n1Cc1cccc(F)c1)n2C | 0%
COc1ccc(NC(=O)CN2CCCN(Cc3ccc(Cl)cc3)S2(=O)=O)cc1Cl | 7%
CC1CCc2c(sc(NC(=O)Cc3ccccc3)c2C(=O)Nc2ccc(Cl)cc2)C1 (stereo unspecified) | -9%
O=C(CSc1nc2c([nH]c3ccccc32)c(=O)n1-c1ccc(Cl)cc1)c1ccccc1 | -6%
COc1ccc(CNc2nc(NCc3ccc(OC)cc3)n(C(=O)c3ccncc3)n2)cc1 | 8%
Cc1cc(N2CCN(C)CC2)nc2ccc(NC(=O)c3ccc(C(C)(C)C)cc3)cc12 | -14%
Cc1ccc(-c2cn3cccc(C)c3n2)cc1NS(=O)(=O)c1ccccc1 | -4%
COC(=O)c1cc(CNC(=O)CCCSc2ccccc2)ccc1OC | 2%
CSc1ncccc1C(=O)NCCc1ccccc1F | 5%
COc1ccc(OCC(=O)N/N=C/C(C)=C/c2ccco2)c(Br)c1 | 3%
CC1CCN(C(=O)CN(c2ccc3c(c2)OCCO3)S(=O)(=O)c2ccccc2)CC1 | 8%
CCOc1ccccc1CNC(=O)CN1C(=O)CCn2nc(-c3cn(C)c4ccccc34)cc21 | -10%
CCOc1ccccc1N(CC(=O)NCCSc1ccccc1)S(=O)(=O)c1ccccc1 | 16%
O=C(COc1ccccc1Br)c1ccc2c(c1)OCO2 | -6%
CN(C(=O)CSc1cn(CC(=O)N2CCOCC2)c2ccccc12)c1ccccc1 | 0%
O=C(Cn1ccc([N+](=O)[O-])n1)Nc1nc2ccccc2s1 | 1%
CCCCn1c(N)c(N(Cc2ccccc2OC)C(=O)CN2C(=O)NC3(CCCC3)C2=O)c(=O)[nH]c1=O | -3%
Cc1nc2scc(-c3ccc(C(C)C)cc3)c2c(=O)n1N | 0%
COc1ccc2c(c1)CCc1c(C(=O)Nc3cc(C)n(Cc4ccc(Cl)cc4)n3)noc1-2 | -3%
COC(=O)c1sc(-c2ccccc2)cc1NC(=O)Nc1ccccc1Cl | 5%
COc1ccccc1Nc1nccc(N(C)C)c1C#N | -7%
Cc1ccc(S(=O)(=O)N2CCCc3cc(NC(=O)c4ccccc4Cl)ccc32)cc1 | -16%
CCSc1ncccc1C(=O)N[C@@H](CCSC)C(=O)OC | 0%
Cc1ccc(Cl)cc1NC(=O)/C(C#N)=C\c1cn(Cc2ccc(F)cc2)c2ccccc12 | 8%
NC(=O)C1CCN(CC(O)COCc2ccccc2Cl)CC1 (stereo unspecified) | -4%
C[C@@H]1CN([C@@H](C)CO)C(=O)CCCn2nncc2CO[C@@H]1CN(C)S(=O)(=O)c1ccc(F)cc1 | -4%
O=C(Oc1ccc(Br)cc1C(=O)/C=C/c1ccccc1F)c1ccco1 | 11%
CCOc1cc(CNc2ccc(S(N)(=O)=O)cc2)ccc1OCC(=O)NC(C)(C)C | 5%
Cc1cc(=O)n(CC(=O)N2CCCCC2)c2c1c(C)nn2C | -4%
Cc1ccc(NC(=O)CSCC(=O)N(C)CC(=O)Nc2cccc(F)c2)cc1 | 1%
O=C(Nc1ccc2oc(-c3cccnc3)nc2c1)c1ccc(-c2ccc(OC(F)(F)F)cc2)o1 | 0%

# The listing continues.
Structure	aSyn yeast rescue
Cc1cccc(CSc2cn(CC(=O)N3CCCCC3)c3ccccc23)c1	-2%
N#CC(c1ccc(N)cc1)C(CC(=O)c1ccccc1)c1ccccc1 (stereo unspecified)	1%
Cc1cc(C(=O)OC(C)C(=O)Nc2cccc(Cl)c2)on1 (stereo unspecified)	-5%
Cc1ccn2cc(CCNS(=O)(=O)c3ccc4c(c3)OCCO4)nc2c1	11%
CC(Oc1ccccc1)C(=O)Nc1nnc(S(=O)(=O)N2CCCCCC2)s1 (stereo unspecified)	7%
NC(=O)c1ccsc1NC(=O)COC(=O)c1ccc(Cl)nc1	-2%
COc1ccc(C(=O)c2c(N)c(C(=O)Nc3ccccc3Cl)c3ccccn23)cc1	-15%
CCCCN(CC)CCNC(=O)C1CCN(c2nnc(C)c3c(C)n(-c4ccc(C)cc4)nc23)CC1	9%
CC(C)C1C(=O)N(Cc2cn(CCC3OCCO3)nn2)CCS(=O)(=O)N1Cc1ccc(-c2cccc(CO)c2)cc1 (stereo unspecified)	-4%
CCCOc1ccc(C(=O)Nc2ccc(Cl)c(-c3nc4ncccc4o3)c2)cc1	-9%
O=Cc1cn(CCC(=O)O)nc1-c1cc2ccccc2o1	1%
Cc1cc(C(=O)COC(=O)C2CCN(C(=O)c3ccc(Cl)cc3)CC2)c(C)n1CC1CCCO1 (stereo unspecified)	-13%
COc1ccc(Br)cc1Cn1nnc(C(=O)Nc2cccc(SC)c2)c1N	21%
CC1=C(C(=O)N2CCOCC2)CC(CC(=O)NC2CCCCC2)C(=O)N1CCCN1CCCC1=O (stereo unspecified)	-4%
Cc1ccc(S(=O)(=O)N2[C@H](c3cccc(Cl)c3)CC(=O)[C@@H]3CN(S(=O)(=O)c4ccccc4C)[C@H](c4ccc(Cl)cc4)C[C@@H]32)cc1	-10%
O=C1CN(C(=O)CSc2ccc(-c3ccc(F)cc3)nn2)c2ccccc2N1	-12%
CC(C)(CNC(=O)c1cccc(S(=O)(=O)N2CCCCC2)c1)N1CCOCC1	1%
Cc1ccc(NC(=O)C2CCC2)cc1S(=O)(=O)N1CCCCCC1	-51%[inhibitor]
COc1ccc(OC)c(CNC(=O)CCCn2nc(C)c3c(C)n(-c4ccc(C)cc4)nc3c2=O)c1	-1%
CC1CCN(c2nc3c(c(=O)[nH]c(=O)n3C)n2CCSc2ncccn2)CC1	11%
CCOC(=O)c1c(C)[nH]c(CCC(=O)NCc2cccc(C)c2)c1C	-1%
N=C1/C(=C\c2coc3ccc(O)cc3c2=O)C(=O)N=C2SC=CN12	-2%
COc1ccc(/C=N/Nc2nnc(Cc3ccccc3)c(=O)[nH]2)cc1OC	8%
COc1ccc(S(=O)(=O)N2CCCC(C(=O)NCc3ccc4c(c3)OCO4)C2)cc1 (stereo unspecified)	-2%
O=C(NCCN1CCOCC1)c1cc(-c2cccc(O)c2)on1	1%

# Quoted at random: seven records from the list
Structure	aSyn yeast rescue
CC(C)(CNC(=O)c1cccc(S(=O)(=O)N2CCCCC2)c1)N1CCOCC1	1%
CC1CCN(c2nc3c(c(=O)[nH]c(=O)n3C)n2CCSc2ncccn2)CC1	11%
Cc1cc(C(=O)COC(=O)C2CCN(C(=O)c3ccc(Cl)cc3)CC2)c(C)n1CC1CCCO1 (stereo unspecified)	-13%
N#CC(c1ccc(N)cc1)C(CC(=O)c1ccccc1)c1ccccc1 (stereo unspecified)	1%
COc1ccc(C(=O)c2c(N)c(C(=O)Nc3ccccc3Cl)c3ccccn23)cc1	-15%
CC1=C(C(=O)N2CCOCC2)CC(CC(=O)NC2CCCCC2)C(=O)N1CCCN1CCCC1=O (stereo unspecified)	-4%
Cc1cc(C(=O)OC(C)C(=O)Nc2cccc(Cl)c2)on1 (stereo unspecified)	-5%

# Next section
Structure	aSyn yeast rescue
COc1ccc(OC)c(NC(=O)CN2CCCN(Cc3cc(C)ccc3C)S2(=O)=O)c1	-1%
O=C(NCCCNC(=O)c1ccc(Cl)cc1Cl)c1ccco1	-2%
CC(=O)Nc1ccc(NC(=O)C(Cc2ccccc2)N2Cc3ccccc3C2=O)cc1 (stereo unspecified)	-6%
CC1(C)CC(=O)C2=C(C1)Nc1ccccc1NC2c1cccs1 (stereo unspecified)	-7%
Cc1cccc(-c2nc(CCNC(=O)c3ccco3)cs2)c1	-16%&-11%
O=C(CSC1=Nc2ccccc2N=C(c2ccc(F)cc2)C1)NCc1ccc(Cl)cc1	-4%
O=c1c2ccccc2nc(SCCN2CCCCC2)n1CCc1ccccc1	10%
CCCCN1C[C@H](c2ccc(OC)cc2)[C@@H](CC(=O)Nc2ccc(OC)cc2)C1=O	-6%
N#CN(Cc1ccccc1)Cc1ccccc1	17%
COc1ccc(OC)c(/C=C2/Sc3ccccc3C2=O)c1	-23%
Cc1ccc(CNS(=O)(=O)c2ccc(C(=O)N(C)C)s2)cc1	-7%
Cc1c(Cl)cccc1NC(=O)CSc1nc(=O)n(Cc2ccncc2)c2c1CCC2	-4%
CCOC(=O)c1c(C)[nH]c(C)c1S(=O)(=O)N1CCC(C(=O)NCc2ccc(F)cc2)CC1	3%
CC(C)CC1NC(=O)N(CCCCN2C(=O)c3ccccc3C2=O)C1=O (stereo unspecified)	0%
O=C(CN1CCC(O)(c2cccc(F)c2)CC1)NCCc1c[nH]c2ccccc12	1%
C[C@H](CO)N1C[C@H](C)[C@H](CN(C)Cc2cccc(F)c2)Oc2ncc(Br)cc2C1=O	-12%
Cc1ccc(C)c(N2CCN(C(=O)CCS(=O)(=O)c3cc(Br)cc4c3N(C(=O)C3CC3)CC4)CC2)c1	-14%
CCc1cccc(NC(=O)CSc2ncc3c(n2)-c2ccccc2N(CC)S3(=O)=O)c1	-13%
CCc1ccc(S(=O)(=O)c2cn(Cc3ccccc3)c3cc(F)c(F)cc3c2=O)cc1	-2%
CCOC(=O)N1CCN(C(=O)c2ccc(OC(C)=O)cc2)CC1	1%
Cc1ccccc1NC(=O)c1ccc2c(c1)N(C)CCS2	3%
O=C(NCCn1cc(SCc2ccccc2F)c2ccccc21)c1c(F)cccc1F	-5%
COc1ccc(NC(=O)c2cccc(S(=O)(=O)N3CCCCCC3)c2)cc1	6%
Clc1ccc(CCNc2nc3ccccc3c3nc(-c4ccccc4)nn23)cc1	1%
CC(=O)c1cccc(OCC(=O)NC2CCCCCC2)c1	3%
CN1OC[C@@H]2CN[C@H](c3ccc(-c4cc5ccccc5o4)cc3)C[C@@H]21	2%
COc1cc(C(=O)N2CCN(c3ccc(C)cc3C)CC2)cc(OC)c1OC	-3%
O=C(N=Nc1c(O)[nH]c2ccc(Br)cc12)c1ccco1	-17%
Cc1ccc(C2CC(=O)n3nc(-c4cccc(C)c4)nc3S2)cc1 (stereo unspecified)	-12%
C=CCC(=O)NC(C)c1cnn(-c2ccccc2C)c1C (stereo unspecified)	-10%
COc1ccc(S(=O)(=O)N(C)C2(C)CCS(=O)(=O)C2)cc1OC (stereo unspecified)	-3%
Cc1ccc(CN2C(=O)N(c3ccc(C)c(Cl)c3)S(=O)(=O)c3ccccc32)cc1	-2%
O=c1c2sccc2n(Cc2cc(=O)n3ccccc3n2)c(=O)n1-c1cc(F)ccc1F	5%

# In another format: entries from further up
CCOC(=O)N1CCN(C(=O)c2ccc(OC(C)=O)cc2)CC1
  aSyn yeast rescue = 1%
Cc1ccccc1NC(=O)c1ccc2c(c1)N(C)CCS2
  aSyn yeast rescue = 3%
O=C(NCCn1cc(SCc2ccccc2F)c2ccccc21)c1c(F)cccc1F
  aSyn yeast rescue = -5%

# The list is partial; count on the stated rates, not on these rows.
